GLP-1R agonist: activates the human GLP-1 receptor; P43220; HEK293 GLP-1R CRE-luciferase, luminescence, 4-6 h; cells express a hypersensitive GLP-1R form; Potency, µM (top dose mostly 45.6 µM), for the others: at the highest dose activation, actives largely listed as activators; actives 0.007% (n = 380,000); note: potency is the fitted concentration of half-maximal effect; % of control where 0% means no effect
EPAC1 agonist: activates human EPAC1 exchange factor; O95398; EPAC1 agonist qHTS, biochemical assay; response scale: 100% = response to 6.5 mM cAMP; Potency, µM (doses to about 154 µM), without a hit: at the highest dose activation, usual class: activators; actives 0.073% (n = 360,000); note: potency is the fitted concentration of half-maximal effect; nearly all actives have a fitted effect of over 60% in size
Target sequence (O95398 whole entry, looked up): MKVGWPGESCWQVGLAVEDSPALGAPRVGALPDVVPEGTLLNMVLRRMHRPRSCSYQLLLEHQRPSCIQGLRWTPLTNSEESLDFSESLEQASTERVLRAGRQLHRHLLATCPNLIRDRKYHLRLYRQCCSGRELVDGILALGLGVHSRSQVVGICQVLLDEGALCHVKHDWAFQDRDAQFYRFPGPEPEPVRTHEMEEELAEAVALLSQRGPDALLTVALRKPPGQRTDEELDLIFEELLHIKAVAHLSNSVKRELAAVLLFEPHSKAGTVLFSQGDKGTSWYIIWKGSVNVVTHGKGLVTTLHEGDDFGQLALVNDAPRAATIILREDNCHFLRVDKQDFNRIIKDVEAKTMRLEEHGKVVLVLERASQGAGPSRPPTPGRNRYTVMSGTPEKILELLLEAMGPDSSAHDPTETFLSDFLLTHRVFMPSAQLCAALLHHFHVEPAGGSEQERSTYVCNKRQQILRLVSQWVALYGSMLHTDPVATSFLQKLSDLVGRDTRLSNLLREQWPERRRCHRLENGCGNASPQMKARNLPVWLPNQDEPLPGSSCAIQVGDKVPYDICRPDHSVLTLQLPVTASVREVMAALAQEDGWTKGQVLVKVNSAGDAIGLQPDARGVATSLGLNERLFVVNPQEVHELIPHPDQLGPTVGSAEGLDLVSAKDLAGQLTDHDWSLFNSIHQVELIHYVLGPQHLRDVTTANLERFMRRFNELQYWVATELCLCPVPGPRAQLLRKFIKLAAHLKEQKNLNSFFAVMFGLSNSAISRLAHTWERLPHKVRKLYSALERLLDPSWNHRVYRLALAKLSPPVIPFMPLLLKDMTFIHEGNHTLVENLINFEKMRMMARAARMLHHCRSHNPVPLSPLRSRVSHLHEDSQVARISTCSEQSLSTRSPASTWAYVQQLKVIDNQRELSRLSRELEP
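Multi-concentration qHTS readout: loss of Rap1B-bound BODIPY-GDP fluorescence driven by 100 nM EPAC1 with excess GDP (50 uM), monitored kinetically at room temperature; agonist response expressed relative to 6.5 mM cAMP.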
GLP1R inv ag: GLP-1 receptor (human) inverse agonism; actives 1.6% (n = 410,000); HEK293 GLP-1R CRE-luciferase, luminescence, 24 h; GLP-1R form is constitutively active; P43220; Potency, µM (top dose mostly 38.3 µM), for inactives: at the top dose activity change, negative = inhibition, usual class: inhibitors; note: potency is the fitted concentration of half-maximal effect; % is set by controls: 0 for no effect and ±100 for the full control effect; nearly all actives have a fitted effect of over 55% in size
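Inverse agonists were sought by their lowering of basal cAMP reporter luciferase output in HEK293 cells stably carrying constitutively active human GLP-1R, after 24 h compound treatment.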
GLP1R cytotox: cytotoxicity in counter-screen for GLP-1R inverse agonists. HEK293 cAMP-luciferase reporter cells, luminescence, 24 h. Potency, µM (highest dose often 38.3 µM), inactives show at the top dose activity change, negative = inhibition, hits mostly inhibitors. actives 0.13% (n = 410,000);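 note: loss of luciferase light is scored as toxicity; potency is the fitted concentration of half-maximal effect; % is set by controls: 0 for no effect and ±100 for the full control effect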
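Seeding density was 200 cells/uL; after overnight-length (12 h) culture, 23 nL compounds went on for 24 h at 37 °C. Readout used a luciferase detection reagent, luminescence taken after 12 min at room temperature.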
PLK1 PBD inh: PLK1 (human) polo-box domain binding inhibition; P53350; actives 2.8% (n = 360,000); Potency, µM, for the others: max response, negative = inhibition, hits mostly inhibitors; AID 720504; Plk1 PBD binding of FITC phosphopeptide, fluorescence polarization; note: potency is the fitted concentration of half-maximal effect; series mostly up to about 57 µM; % is set by controls: 0 for no effect and ±100 for the full control effect; nearly all actives have a fitted effect of over 65% in size
PTHR1 ag: activates the human parathyroid hormone receptor PTHR1; Q03431; HEK293 GP2 PTHR1 cells, GloSensor cAMP luminescence, 1 h; Potency, µM (series often up to 115 µM), without a hit: at the highest dose activation, most hits filed as activators; actives 0.075% (n = 410,000); note: potency is the fitted concentration of half-maximal effect; nearly all actives have a fitted effect of over 55% in size; some results filed as inactive show a strong effect at the top dose; inactives centre near -15; many of its hits are not listed in these tables
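HEK-293-derived GP2 cells expressing PTHR1 and a GloSensor cAMP reporter, 3,000/well, plated overnight, given luciferin plus IBMX (each 0.5 mM as added) for 1 h at 37 °C, then compound for 1 h at 37 °C. Luminescence was read after 15 min at room temperature.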
IL-2 act: activates IL-2 in a cell-based reporter assay; activation, % (series mostly up to about 46 µM); actives 0.065% (n = 360,000); IL-2 activation reporter assay, cell-based qHTS; stimulated with anti-CD3/CD4/CD28 beads; in transgenic mouse T cells; in the data active = activation above about 50%; inconclusive = mostly about 30% to 49%; note: 0% is about no effect
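Readout: EGFP and DsRed signals by fluorescent plate cytometry. Unstimulated transgenic mouse T cells received compound 60 min before antibody-bead stimulation, then incubated 18 h at 37 degrees C.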
EPAC1 antagonist: blocks human EPAC1 exchange factor; actives 0.14% (n = 360,000); Potency, µM (top dose mostly 115 µM), inactives show at the top dose activity change, negative = inhibition, actives largely listed as inhibitors; AID 720709; EPAC1 GEF assay, Rap1b-BODIPY-GDP exchange fluorescence;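 note: potency is the fitted concentration of half-maximal effect; plate controls were vehicle for no effect and positive control for full effect; nearly all actives have a fitted effect of over 50% in size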
PI5P4K alpha inh: PI5P4K alpha (human) kinase inhibition; P48426; max response, %; actives 1.2% (n = 330,000); PI5P4Kalpha enzyme, ADP-Glo luminescence, 60 min; active compounds read low; active = max response of -50% or lower; inconclusive = between -30% and -50%; inactive = -30% or higher; note: value at the top dose of about 77 µM; % is set by controls: 0 for no effect and ±100 for the full control effect
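Luminescence from ADP-Glo served as readout of PI5P4Kalpha activity in a qHTS format. Reaction: enzyme, substrate, compound, ATP at 5 microM final, 60 min at RT.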
An asterisk follows results filed as active; i = inactive; ? = inconclusive; / = not tested or not shown; & = joins results of further samples; [ ] = remark or other dose. Unless noted, calls come from the whole dose curve; as a rule, active = well fitted curve in the direction sought with a large enough effect; inconclusive = small, poorly fitted or top-dose-only effect, or another doubt; inactive = no such curve, though single readings can be large; an effect the other way counts as inactive or inconclusive. This is a subset. The share of hits here may be higher or lower than overall.

SMILES	GLP-1R agonist	EPAC1 agonist	GLP1R inv ag	GLP1R cytotox	PLK1 PBD inh	PTHR1 ag	IL-2 act	EPAC1 antagonist	PI5P4K alpha inh
CN(C)Cc1csc(NC(=O)Nc2ccccc2C(C)(C)C)n1	-5%	-16%	?	3%	-4%	i	-0.2	1%	7
Cc1ccc([C@@H]2C[C@H]3[C@@H](CN2S(=O)(=O)c2ccc(C)cc2)C(=O)C[C@@H](c2ccc(Cl)cc2)N3S(=O)(=O)c2ccccc2C)cc1	-5%	4%	-27%	1%	-4%	i	0.4	2%	2
O=C(c1cc2ccccn2n1)N1CCN(c2ccccn2)CC1	5%	-9%	-13%	1%	-14%	i	-0.8	0%	-5
CCOC(=O)[C@]12CCCC=C1N(Cc1ccccc1)C(=O)[C@H](CC(=O)NCCc1ccccc1OC)C2	/	-5%	?	1%	8%	i	0.5	?	-4
Cc1ccc(NC(=O)CN2CCN(C(=O)c3ccco3)CC2)cc1	3%	1%	6%	-8%	-5%	-17%	-0.5	8%	0
CC(C)(C)Nc1ncnc2sc(-c3ccccc3)cc12	-1%	10%	?	-9%	-11%	?	-0.8	?	0
Fc1cccc(CSc2ncnc3c2oc2ccccc23)c1	8%	0%	2%	4%	-1%	i	-3.3	6%	/
CCCC(NC(=O)C(C)NC(=O)CO/N=C1\C=C2CCC3C4CCC(C(C)=O)[C@@]4(C)CCC3[C@@]2(C)CC1)C(=O)O (stereo partly drawn)	13%	1%	17%	8%	-6%	-12%	-2.1	6%	4
Cc1ccc(CNc2nc(NCc3ccccc3)nc3ccsc23)c(C)c1	-3%	-12%	?	-71%	-2%	-76%[inhibitor]	-0.9	-18%	/
O=C(NC(=S)Nc1nc(-c2cccc3ccccc23)cs1)c1cc2ccccc2o1	-1%	3%	6%	-4%	-7%	-3%	-1.9	-16%	-5
C[C@H](CO)N1C[C@H](C)[C@@H](CN(C)Cc2ccc3c(c2)OCO3)OCc2cnnn2CCCC1=O	11%	-3%	13%	3%	-13%	-14%	2.9	-11%	-3
O=C(O)CCn1ncc2ccccc2c1=O	-2%	13%	2%	-1%	-12%	i	0.0	?	1
O=C(CCNS(=O)(=O)c1ccccc1)NNC(=O)C1COc2ccccc2O1 (stereo not drawn)	-10%	4%	6%	2%	-8%	-15%	-0.3	8%	-8
Cc1nc2c(OCc3cccc(Cl)c3)cccn2c1N(C)CC1CC1	-1%	9%	?	-21%	-10%	-49%	-0.7	-4%	?
O=C(Cn1cc(COc2ccc(Br)cc2)nn1)c1ccc(O)cc1	3%	3%	?	-19%	0%	-11%	-0.5	-20%	4

In a second layout: results already given.
Below each SMILES – GLP-1R agonist | EPAC1 agonist | GLP1R inv ag | GLP1R cytotox | PLK1 PBD inh | PTHR1 ag | IL-2 act | EPAC1 antagonist | PI5P4K alpha inh
Cc1nc2c(OCc3cccc(Cl)c3)cccn2c1N(C)CC1CC1
→ -1% | 9% | ? | -21% | -10% | -49% | -0.7 | -4% | ?
O=C(Cn1cc(COc2ccc(Br)cc2)nn1)c1ccc(O)cc1
→ 3% | 3% | ? | -19% | 0% | -11% | -0.5 | -20% | 4

3 compounds out of the list above, ordered by the value under GLP-1R agonist, high to low:
| compound | GLP-1R agonist |
| --- | --- |
| Fc1cccc(CSc2ncnc3c2oc2ccccc23)c1 | 8% |
| O=C(c1cc2ccccn2n1)N1CCN(c2ccccn2)CC1 | 5% |
| O=C(NC(=S)Nc1nc(-c2cccc3ccccc23)cs1)c1cc2ccccc2o1 | -1% |

(list continues)
SMILES	GLP-1R agonist	EPAC1 agonist	GLP1R inv ag	GLP1R cytotox	PLK1 PBD inh	PTHR1 ag	IL-2 act	EPAC1 antagonist	PI5P4K alpha inh
O=c1c(F)cn(C2CCCO2)c(=O)n1Cc1ccc(Cl)cc1 (stereo not drawn)	0%	5%	4%	3%	27µM*	i	-0.6	11%	-15
CSc1cccc(NC(=O)/C=C/c2ccco2)c1	6%	-5%	17%	-4%	?	-6%	0.3	-29%	-58*
CCCCOCCCNC(=O)C[C@@H]1C[C@@]2(C(=O)OC)CCCCC=C2N(Cc2ccc3c(c2)OCO3)C1=O	/	-1%	?	-6%	0%	-9%	-0.8	-8%	-4
CS(=O)(=O)N1N=C(c2ccco2)CC1c1ccco1 (stereo not drawn)	-3%	-2%	13%	3%	-2%	i	-0.8	-19%	-64*
Cc1ccc(NS(=O)(=O)c2c(C)[nH]c(=O)[nH]c2=O)c(C)c1	-4%	11%	-6%&-20%	-2%&1%	-1%	-1%&-14%	-1.6	-3%	0
O=C1N/C(=N/c2ccccn2)SC1Cc1ccccc1 (stereo not drawn)	0%	-5%	2%	-7%	2%	i	-0.2	8%	/
CCOc1ccc(CCNC(=O)CN2C(=O)NC3(CCCc4ccccc43)C2=O)cc1OCC (stereo not drawn)	10%	-2%	3%	-5%	1%	-3%	-2.6	0%	24
COc1cc(NC(=O)CSc2nnc3ccccn23)cc(OC)c1	-3%	2%	3%	1%	-12%	15%	0.8	-6%	1
COCCNC(=O)C(c1ccc(C)cc1)N(C(=O)CCC(=O)Nc1ccccn1)c1ccccc1C (stereo not drawn)	-2%	5%	1%	-6%	-8%	-32%	-1.3	0%	4
COc1ccc(CNC(=O)Cn2cc3c(n2)CCCCC3)cc1	-2%	-10%	-10%	3%	-6%	-29%	0.7	-17%	3
CCCN1/C(=C(/C#N)C2=NS(=O)(=O)c3ccccc32)N(C)c2ccccc21	-1%	-2%	0%	-19%	2%	i	-0.2	13%	/
CCOC(=O)/C=C/C(=O)Nc1ccc(S(=O)(=O)N(C)c2ccccc2)cc1	2%	3%	-14%	?	-15%	-29%	0.2	?	-22
C[C@H]1CN([C@@H](C)CO)C(=O)Cc2cc(NC(=O)CCC(F)(F)F)ccc2O[C@H]1CN(C)Cc1ccc(C(F)(F)F)cc1	-3%	-37%[inhibitor]	10µM*	-11%	-3%	i	0.3	-28%	25
COc1cc(C)c(CNc2cc(C)cc(C)c2)cc1C	-7%	18%	-4%	9%	-1%	14%[57.5 µM]	-1.4	3%	/
CCOc1ccc(CCN2C(=O)C(=O)N([C@@H](CC(C)C)CN3CCC[C@H]3CN3C(=O)C(=O)NC[C@@H]3CC(C)C)C[C@@H]2CC(C)C)cc1	-3%	1%	20%	-4%	-1%	-3%	2.6	-14%	-1
CCN(CC)c1ccc(C(=O)N/N=C(\C)c2ccc(OC)c(OC)c2)cc1	8%	9%	47%[activator]	1%	-4%	i	0.3	-9%	0
c1cc(-c2nnc3n2CCCCC3)ccn1	-8%	1%	6%	2%	1%	i	2.2	-3%	/
O=C(COC(=O)C1CC1)Nc1ccccc1Sc1ccccc1	3%	11%	?	-1%	-1%	-18%	-0.6	-12%	1
Cc1ccc(C(=O)C(C)OC(=O)Cc2c[nH]c3ccccc23)cc1 (stereo not drawn)	-10%	3%	?	15%	-7%	i	1.6	?	1
COc1ccc(CCNC(=O)Cc2ccc3c(c2)OCO3)cc1OC	6%	-3%	29%	4%	-10%	-15%	-0.6	18%	2
c1ccc(C(c2ccccc2)N2CCN(c3nc4ccccc4n4cnnc34)CC2)cc1	3%	5%	-10%	17%	-6%	-9%	2.6	?	2
COc1ccccc1/C=C/C=N/NC(=O)c1cc(-c2ccc(C)o2)[nH]n1	12%	8%	?	?	?	i	0.2	-11%	?
CCOC(=O)N1CCc2c(sc3c2C(=O)NC(c2ccccc2)N3)C1 (stereo not drawn)	-17%	6%	-1%	4%	?	-29%	-0.6	0%	-22
Cc1ccc(NC(=O)CNc2ccc(OC(C)C)cc2)cc1	-7%	9%	21%	23%	-7%	-12%[57.5 µM]	5.0	-4%	/
CCOCCn1c(COc2ccc(C)cc2)nc2ccccc21	9%	-5%	7.1µM*	0%	-1%	i	-0.4	-28%	7
Cc1ccccc1NC(=O)c1sc2nc(-c3ccncc3)ccc2c1N	3%	/	-23%	89%[activator]	/	-17%	/	/	/
COc1ccccc1C(C(=O)NCc1ccccc1)N(C(=O)c1csnn1)C1CC1 (stereo not drawn)	1%	3%	-29%	-3%	-4%	-4%	-0.7	3%	9
Cn1c(=O)cc(OCC(=O)NCCC2=CCCCC2)c2ccccc21	16%	-3%	51%[activator]	0%	-3%	-17%	-1.1	29%	-5
CCOC(=O)C1CCN(c2nc3c(C)cccn3c(=O)c2/C=C(\C#N)S(=O)(=O)c2ccccc2)CC1	?	3%	9%	-7%	-6%	i	1.4	-1%	0
N#Cc1cc2cc3ccccc3nc2n2c(=O)c3ccccc3nc12	0%	-11%	1%	3%	10%	i	1.4	-10%	7
Cc1nc(SCN2C(=O)c3ccccc3C2=O)n[nH]1	-10%	-7%	14%	-17%	-10%	i	-1.6	13%	0
CC(C)(C)c1cc(C(=O)N/N=C/c2cc3c(cc2Br)OCO3)n[nH]1	7%	-12%	?	-13%	2%	-13%	-2.8	16%	1
COC1CCN(Cc2c(C(=O)N3CCc4ccccc4C3)nc3ccc(Cl)cn23)CC1	-11%	-1%	-4%	6%	4%	-22%	-0.6	-5%	-1
Cc1cc(S(=O)(=O)NC(C)C)ccc1OCC(=O)Nc1ccc2c(c1)OCCO2	13%	-6%	-2%	203%[activator]	-18%	i	0.9	-25%	0
CCCC(=O)NC(=S)Nc1cc(-c2nc3ncccc3o2)ccc1C	-2%	4%	19%	-31%	2%	i	1.1	-10%	4
CCCc1nn2c(=O)cc(COc3ccc(/C=C(\C#N)C(=O)Nc4ccc(F)cc4)cc3)nc2s1	-1%	/	10%	13%	/	-18%	/	/	/
O=C(O)CCSc1nnc(COc2cccc3cccnc23)n1-c1ccccc1	1%	10%	2%	0%	-10%	i	0.5	-2%	-4
Cc1ccnc(N2C3CCC2CC(O)(c2ccccc2)C3)n1 (stereo not drawn)	4%	12%	-13%	2%	-5%	-20%	-0.7	-3%	-2
COc1cc2c(cc1OC)CN(CC(=O)Nc1ccc(C)c(S(=O)(=O)N3CCOCC3)c1)CC2	-1%	-16%	15%	15%	-5%	i	-0.5	-10%	4
CNc1ccc(Br)cc(C(=O)/C=C/c2ccc(OC)cc2)c1=O	6%	-2%	7%	-7%	?	-26%	24	?	-25
O=C(Nc1ccccc1)C1=C[C@@H](c2csc3ccccc23)C[C@@H](OCc2ccc(CO)cc2)O1	0%	0%	?	-12%	-14%	-38%[inhibitor]	-0.6	-23%	6

Bioassay records: PubChem BioAssay, National Center for Advancing Translational Sciences (NCATS)
